Lipid storage S3 = qHTS Assay for Lipid Storage Modulators in Drosophila S3 Cells; Drosophila S3 cells, BODIPY lipid droplet fluorescence, 18-24 h; cells fed with added oleic acid; Potency in µM for hits, for the others lipid storage change, negative = inhibition, % at the top dose, mostly 46.1 µM; hit rate 0.64% among 320,000; active means well fitted inhibition curve with a large enough effect in the signal ratio, with a control signal flat, not every such curve was filed as active; inconclusive means small, poorly fitted or top-dose-only effect, or effect the other way, or a change in a side signal; the % refers to the signal ratio
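Laser-scanning cytometry quantifies lipid droplet accumulation (500–530 nm total intensity; droplet/cell object ratio) in oleic acid-fed (400 uM added) Drosophila S3 cells treated with a concentration series. 20 uM Triacsin C defined 100% inhibition.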
Lipid storage S3 cell count max = second read-out of Lipid storage S3, no call of its own (marks repeat the call); cell number change, %; measured here: cell count max response;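 cells counted by Cell Tracker Red CMTPX staining in the red channel; peak over a dose series mostly up to 46.1 µM; percent activity relative to internal control wells on each plate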
An asterisk follows results filed as active. On the % scale 0 is the no-effect control and ±100 the full control effect; potency means the concentration at half of the fitted maximal effect. Only part of the results is shown (hit frequency here may not be typical).

For O=[N+]([O-])c1ccc(C[n+]2cc(-c3ccccc3)n3c2CCCCC3)cc1 the results were Lipid storage S3 1% and Lipid storage S3 cell count max 3.
Screening CCN(Cc1nc(-c2ccc(C)cc2)no1)C(=O)c1ccco1 returned Lipid storage S3 inconclusive.
For O=C(CN1C(=O)c2ccccc2C1=O)NCc1ccncc1 the results were Lipid storage S3 0% and Lipid storage S3 cell count max -11.
For CCC(C)n1c(SCc2ccc([N+](=O)[O-])cc2)nc2ccsc2c1=O (stereo not given) the results were Lipid storage S3 10% and Lipid storage S3 cell count max 1.
`Cn1c(=O)c(C(=O)NNC(=O)c2ccccc2Br)c(O)c2ccccc21` gave Lipid storage S3 inactive and Lipid storage S3 cell count max 8.
Screening Cc1ccc(OC(C)C(=O)Nc2ccncc2)cc1C (stereo not given) returned Lipid storage S3 inconclusive.
Screening COc1ccc(N2CCN(C(CNC(C)=O)c3ccco3)CC2)cc1 (stereo not given) returned Lipid storage S3 inconclusive.
Screening CCCCn1c(CNC(=O)C(C)(C)C)nc2ccccc21 returned Lipid storage S3 10% and Lipid storage S3 cell count max -1.
For CCOC(=O)C1(Cc2ccccc2)CCCN(Cc2cccc(C(C)=O)c2)C1 (stereo not given) the results were Lipid storage S3 inactive and Lipid storage S3 cell count max 9.
Screening CCN(CC(=O)Nc1c(F)cccc1F)C(=O)c1ccc(C(=O)c2ccccc2)cc1 returned Lipid storage S3 2% and Lipid storage S3 cell count max 13.
`COc1ccc(C)cc1NC1=C(Cl)C(=O)N(C2CCCCC2)C1=O` gave Lipid storage S3 0% and Lipid storage S3 cell count max -8.
`C=CSc1sc(Cl)c(N(C)C)c1[N+](=O)[O-]` gave Lipid storage S3 -16% and Lipid storage S3 cell count max 2.
CN1CCC(N(C)C(=O)NC2CCCCC2)CC1 was read as Lipid storage S3 inconclusive.
CCCC(=O)N1CCN(c2nc(CC(C)C)c3c(c2C#N)CCC3)CC1 was read as Lipid storage S3 inconclusive.
For COc1ccc(C2/C(=C(/O)c3ccc(C)cc3)C(=O)C(=O)N2C)c(OC)c1 (stereo not given) the results were Lipid storage S3 11% and Lipid storage S3 cell count max 7.

The list goes on, starting with the last 6 of the part before.
Screening CCN(CC(=O)Nc1c(F)cccc1F)C(=O)c1ccc(C(=O)c2ccccc2)cc1 returned Lipid storage S3 2% and Lipid storage S3 cell count max 13.
`COc1ccc(C)cc1NC1=C(Cl)C(=O)N(C2CCCCC2)C1=O` gave Lipid storage S3 0% and Lipid storage S3 cell count max -8.
`C=CSc1sc(Cl)c(N(C)C)c1[N+](=O)[O-]` gave Lipid storage S3 -16% and Lipid storage S3 cell count max 2.
CN1CCC(N(C)C(=O)NC2CCCCC2)CC1 was read as Lipid storage S3 inconclusive.
CCCC(=O)N1CCN(c2nc(CC(C)C)c3c(c2C#N)CCC3)CC1 was read as Lipid storage S3 inconclusive.
For COc1ccc(C2/C(=C(/O)c3ccc(C)cc3)C(=O)C(=O)N2C)c(OC)c1 (stereo not given) the results were Lipid storage S3 11% and Lipid storage S3 cell count max 7.
For Cc1ccc(C)c2c1sc(=NC(=O)CN1C(=O)CCC1=O)n2C the results were Lipid storage S3 inconclusive.
Screening CCOc1ncccc1C(=O)N1CCCSC1=Nc1ccccc1OC returned Lipid storage S3 12% and Lipid storage S3 cell count max -8.
`CCOC(=O)C1(CCOC)CCN(Cc2ccc(C3CCCCO3)s2)CC1` (stereo not given) gave Lipid storage S3 -18% and Lipid storage S3 cell count max -8.
`Cc1cc(SCc2ccc(C(F)(F)F)cc2)nc(=O)[nH]1` gave Lipid storage S3 inconclusive.
`CCOC(=O)c1c(N)sc(C(=O)N(C)C)c1C` gave Lipid storage S3 -4% and Lipid storage S3 cell count max 8.
Cn1cc(CN2CCN(CCc3ccccc3)C(CCO)C2)cn1 (stereo not given) was read as Lipid storage S3 15% and Lipid storage S3 cell count max 14.
`CC(=O)N1CCc2cc(S(=O)(=O)CCC(=O)Nc3cc(C)cc(C)c3)ccc21` gave Lipid storage S3 -14% and Lipid storage S3 cell count max -5.
Screening Cc1cccn2c(CN3CCSCC3)c(C(=O)N3CCOCC3)nc12 returned Lipid storage S3 0% and Lipid storage S3 cell count max -1.
For CCCOc1ccc(C(=O)CCCC(=O)c2ccc(OCCC)cc2)cc1 the results were Lipid storage S3 inconclusive.
Screening COc1ccccc1NS(=O)(=O)c1cc(C(=O)N2CCCCCCC2)ccc1C returned Lipid storage S3 inconclusive.
`C=CCn1c(C(C)NC(=O)c2cccc(C)c2)n[nH]c1=S` (stereo not given) gave Lipid storage S3 -5% and Lipid storage S3 cell count max 6.
Screening Cc1nn(-c2ccccc2)c2nc(=O)n(-c3ccccc3)cc12 returned Lipid storage S3 inconclusive.
CC(C#N)(NC(=O)CN1CCN(S(=O)(=O)c2ccccc2C#N)CC1)C1CC1 (stereo not given) was read as Lipid storage S3 inconclusive.
For C=CCOc1ccc(CNC(C)(C)CO)cc1OC the results were Lipid storage S3 5% and Lipid storage S3 cell count max 10.
COc1ccc(-n2nc(C(=O)NCC(=O)NCCCN3CCOCC3)c3ccccc3c2=O)c(OC)c1 was read as Lipid storage S3 inconclusive.
Screening CC(C)NC(=O)/C(=C/c1cn(-c2ccccc2)nc1-c1cccc([N+](=O)[O-])c1)NC(=O)c1ccccc1 returned Lipid storage S3 inconclusive.
`COC(=O)c1ccccc1NC(=O)C1CCCN(c2nnc(-n3cccc3)s2)C1` (stereo not given) gave Lipid storage S3 -20% and Lipid storage S3 cell count max -16.
For O=C(c1cccs1)c1coc2ccc(O)c(CN(CCO)CCO)c12 the results were Lipid storage S3 inconclusive.
For Cc1ccc(C)c(OCC(=O)Nc2ccccc2C(=O)N2CCN(C)CC2)c1 the results were Lipid storage S3 -8% and Lipid storage S3 cell count max -7.
CCN(CC)C(=O)c1[nH]cnc1C(=O)N[C@@H](CC(C)C)C(=O)OCc1ccccc1 was read as Lipid storage S3 -21% and Lipid storage S3 cell count max -11.
Screening CC(=O)Nc1ccc(S(=O)(=O)Nc2ccc3c(c2)OCCO3)cc1Cl returned Lipid storage S3 -1% and Lipid storage S3 cell count max 8.
`COc1ccc2nc(SCc3cccc(C)c3)nc(C)c2c1` gave Lipid storage S3 -16% and Lipid storage S3 cell count max -5.
For COC(=O)CCC(=O)Nc1ccc(S(=O)(=O)N2CCc3ccccc32)cc1 the results were Lipid storage S3 inactive.
CCN(CC)S(=O)(=O)c1ccc(NC(=S)NC(=O)C2CCC2)cc1 was read as Lipid storage S3 inconclusive.
`CCc1nc(C)cn1S(=O)(=O)c1cc([N+](=O)[O-])ccc1Cl` gave Lipid storage S3 inconclusive.
`CN(Cc1cccnc1)Cc1cn(C)nc1-c1ccc(Oc2ccccc2)cc1` gave Lipid storage S3 11%.
Screening Cn1nc(C(F)(F)F)c2cc(C(=O)NC3CC3)sc21 returned Lipid storage S3 inconclusive.
Brc1ccc2cccnc2c1 was read as Lipid storage S3 4% and Lipid storage S3 cell count max 15.
For CCOC(=O)c1c(-c2ccc(C)s2)csc1NC(=O)c1ccco1 the results were Lipid storage S3 inconclusive.
For CC(=O)c1ccc(OCC(=O)OCC(=O)N(CC(C)C)c2c(N)n(Cc3ccccc3)c(=O)[nH]c2=O)cc1 the results were Lipid storage S3 inconclusive.

Overlap with the part before: 2 compounds, then new ones.
For CCOC(=O)c1c(-c2ccc(C)s2)csc1NC(=O)c1ccco1 the results were Lipid storage S3 inconclusive.
For CC(=O)c1ccc(OCC(=O)OCC(=O)N(CC(C)C)c2c(N)n(Cc3ccccc3)c(=O)[nH]c2=O)cc1 the results were Lipid storage S3 inconclusive.
`O=C(CNC(=O)Cc1ccccc1)N=Nc1c(O)[nH]c2ccccc12` gave Lipid storage S3 inconclusive.
For CC(=O)N1c2ccccc2[C@H](C)[C@H]1C the results were Lipid storage S3 inconclusive.
Cc1ccccc1NC(=S)N(CCCN1CCCCC1)Cc1ccco1 was read as Lipid storage S3 19% and Lipid storage S3 cell count max 4.
For CCOC(=O)c1nn(-c2ccc(OCC)cc2)c2nc(-c3cccc(OC)c3)c(C#N)c(=O)n12 the results were Lipid storage S3 4% and Lipid storage S3 cell count max 13.
Cc1ccnc(NC(=O)CCC(=O)N(CC(=O)NC2CCCCC2)Cc2ccc3c(c2)OCO3)c1 was read as Lipid storage S3 inconclusive.
For C/C(=N\OC(=O)c1ccc(Cl)c(Cl)c1)c1sc(C)nc1C the results were Lipid storage S3 inconclusive.
For COc1ccc(C(=O)NCc2ccccc2OC)c(OC)c1 the results were Lipid storage S3 inconclusive.
For CC(C)NCC(O)Cn1c2c(c3ccccc31)CCc1c-2cnn1-c1ccccc1 (stereo not given) the results were Lipid storage S3 inconclusive.
`O=C(NCc1cccnc1)c1nc(-c2cccs2)no1` gave Lipid storage S3 -11% and Lipid storage S3 cell count max -3.
Screening COc1ccccc1-n1cnnc1SCC(=O)c1cc(C)n(Cc2cccs2)c1C returned Lipid storage S3 inconclusive.
CCN(CC)CCN(C(=O)/C=C/c1cccs1)c1nc2ccc(Cl)cc2s1 was read as Lipid storage S3 inconclusive.
`O=C(CSCCc1ccccn1)Nc1cccnc1Cl` gave Lipid storage S3 inconclusive.
`CCCCC(=O)Nc1cccc(-c2cn3ccccc3n2)c1` gave Lipid storage S3 inconclusive.
Cc1ccccc1CC(=O)NCc1cccnc1 was read as Lipid storage S3 inactive and Lipid storage S3 cell count max 5.
OC1CCN(Cc2cccc3ccccc23)CC1 was read as Lipid storage S3 inconclusive.
`COc1cccc(CC(=O)NC2CCCN(Cc3ccccc3F)C2)c1` (stereo not given) gave Lipid storage S3 inconclusive.
Screening O=C(NO)c1ccccc1C(F)(F)F returned Lipid storage S3 inconclusive.
`CC(C)N1CCN(Cc2cc(F)ccc2-n2cccn2)CC1CCO` (stereo not given) gave Lipid storage S3 16% and Lipid storage S3 cell count max 5.
`CC(=O)Nc1ccc(NC(=O)CC2Nc3cccc4cccc(c34)NC2=O)cc1` (stereo not given) gave Lipid storage S3 inconclusive.
`COc1ccc(N(CC(=O)NCc2ccccc2OC)S(=O)(=O)c2ccc(C)cc2)cc1Cl` gave Lipid storage S3 inconclusive.
Cc1ccc(NC(=O)CCn2c(=S)oc3ccccc32)cc1 was read as Lipid storage S3 1% and Lipid storage S3 cell count max 14.
For COc1ccccc1N(C(C)=O)c1nc(C)cc(C)c1C#N the results were Lipid storage S3 10% and Lipid storage S3 cell count max 21.
`C#CCNc1ccc([N+](=O)[O-])cc1` gave Lipid storage S3 6% and Lipid storage S3 cell count max 13.
Cc1ccc(C(=O)NC(C)c2ccc(S(N)(=O)=O)cc2)s1 (stereo not given) was read as Lipid storage S3 12% and Lipid storage S3 cell count max 14.
Screening Cc1nnsc1Sc1cccc(C(F)(F)F)c1 returned Lipid storage S3 inconclusive.
`CC(C)Cn1cnc2c(c(-c3ccccc3)c(-c3ccccc3)n2Cc2ccco2)c1=N` gave Lipid storage S3 inconclusive.
Screening CCn1c(SCc2ccccc2Cl)nc2ccccc21 returned Lipid storage S3 -3% and Lipid storage S3 cell count max 7.
C=CCNS(=O)(=O)c1ccc(OCC(=O)OCC)cc1 was read as Lipid storage S3 inconclusive.
CC(C)C(=O)Nc1ccc2oc(-c3cc(F)c(F)cc3Cl)nc2c1 was read as Lipid storage S3 inconclusive.
CCN(Cc1cc2cc(C)ccc2[nH]c1=O)S(=O)(=O)c1ccccc1 was read as Lipid storage S3 inconclusive.
Screening Cn1c(-c2ccc[nH]c2=O)nc2cc(Cl)ccc21 returned Lipid storage S3 5% and Lipid storage S3 cell count max 8.
For O=C(CN1CCN(c2ncccn2)CC1)N1CCc2ccccc21 the results were Lipid storage S3 -7% and Lipid storage S3 cell count max -4.
For CCOC(=O)C(=O)Nc1sc(C(=O)N(CC)CC)c(C)c1C#N the results were Lipid storage S3 1% and Lipid storage S3 cell count max 0.
For COc1ccc(CCc2nc(-c3cccs3)no2)cc1 the results were Lipid storage S3 inconclusive.
`S=C1c2ccccc2CN1c1ccccc1` gave Lipid storage S3 5% and Lipid storage S3 cell count max -1.
For COc1ccc(S(=O)(=O)N2CCCCCC2)cc1NC(=O)CCCOc1ccccc1 the results were Lipid storage S3 1% and Lipid storage S3 cell count max -9.
`NC(=O)CC(NC(=O)c1cccc(Br)c1)c1ccc(NC2CCC2)c([N+](=O)[O-])c1` (stereo not given) gave Lipid storage S3 inconclusive.
CC[n+]1c(C)sc2c(C)cc(C)cc21 was read as Lipid storage S3 inconclusive.
Screening Cc1noc(C)c1C(=O)Nc1nc(C23CC4CC(CC(C4)C2)C3)cs1 returned Lipid storage S3 inconclusive.
`Cc1cc2oc(=O)cc(CN3CCCCC3C)c2cc1C` (stereo not given) gave Lipid storage S3 inactive and Lipid storage S3 cell count max 7.
For Cn1nnnc1SCC(=O)Nc1ccc(Cl)cn1 the results were Lipid storage S3 -4% and Lipid storage S3 cell count max 19.
For Cc1ccc2[nH]cc(CCNC(=O)c3cccnc3)c2c1 the results were Lipid storage S3 inconclusive.
Screening CCn1c(SCC(=O)NCC2CCCO2)nc2c(c1=O)SC(C)C2 (stereo not given) returned Lipid storage S3 -7% and Lipid storage S3 cell count max -3.
CC1(C(=O)NC2CCCCCC2)CCC(=O)N1Cc1ccc2c(c1)OCO2 (stereo not given) was read as Lipid storage S3 -10% and Lipid storage S3 cell count max -18.
O=C(NCc1ccncc1)c1ccc(S(=O)(=O)Nc2ccccc2)cc1 was read as Lipid storage S3 inconclusive.

Bioassay records deposited in PubChem BioAssay by National Center for Advancing Translational Sciences (NCATS).
